Source: PubChem (Broad Institute)
PglD inh = PglD (C. jejuni) enzyme inhibition; 360,000 compounds, 0.098% hits; AID 602405; purified PglD enzyme, DTNB colorimetric CoA detection; inhibition, % at 12.5 µM; in the data active = inhibition above about 16%, passing the limit was not always enough; also: strong numbers were not always called active
LGR2 antag = Drosophila LGR2 receptor signaling inhibition | HEK293 LGR2, CRE-luciferase, bursicon-stimulated, 4 h | AID 720647 | inhibition, % at 9.99 µM | 380,000 compounds, 0.35% hits;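 active = drop in luminescence signal, shown as inhibition above about 50% in the replicate tests, limit read from the data, passing the limit was not always enough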;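 also: agonist challenge used bursicon conditioned medium at about half maximal strength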
EWS-Fli block = blocks EWS/Fli oncoprotein-driven transcription. A673 NR0B1-luciferase reporter, viability-normalised. inhibition, % at 12.6 µM. 350,000 compounds, 0.67% hits;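 active = mean inhibition of at least 50% after viability correction, with every replicate also passing that limit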;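 also: firefly luciferase signal divided by Alamar Blue viability fluorescence both relative to DMSO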
S100A4 MyoIIA = inhibitors of human S100A4 binding to myosin IIA peptide; S100A4/TAMRA-MyoIIA peptide fluorescence polarization; inhibition, % at 10.7 µM; P26447; AID 652163; 360,000 compounds, 0.14% hits;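 active = mean inhibition of at least 70% across replicates, with every replicate also reaching that level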
Target sequence (P26447 whole entry, looked up): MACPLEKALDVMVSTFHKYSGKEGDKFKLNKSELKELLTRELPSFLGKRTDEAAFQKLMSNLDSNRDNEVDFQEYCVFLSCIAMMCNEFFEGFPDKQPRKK
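incubation = readout 5 min after mixing, signal stable up to 60 min | system = S100A4 monomer protein | buffer or medium = HEPES pH 7.2 with CaCl2, KCl, NaCl, DTT, Triton | benchmarks = neutral control DMSO, positive control TFP | also added = fluorescent myosin IIA peptide, 5 nM | compound dosing = one concentration per compound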
PAX8 inh HTS = PAX8 transcriptional activity inhibition. RMG-I TPO-luciferase reporter, SteadyGlo, 24 h. 360,000 compounds, 1.2% hits. AID 652154. inhibition, % at 12.6 µM;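 active = mean replicate inhibition at least 60% with every replicate also reaching 60%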;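 also: luciferase light reporting Pax8 driven TPO promoter activity; plate controls were median of neutral control wells for no effect and mitoxantrone controls for full effect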
ERAP1 HTS inh = blocks human ERAP1 aminopeptidase activity; Q9NZ08; recombinant ERAP1, Leu-AMC fluorescence, 60 min; inhibition, % at 10.7 µM; 340,000 compounds, 0.15% hits;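 active = mean replicate inhibition of at least 30%, or all replicates individually reaching that 30% level; inactive = mean below 30% and not every replicate reaching it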;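 also: 0% = neutral control wells and 100% = L-leucinethiol positive control wells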
Target sequence (Q9NZ08 whole entry, looked up): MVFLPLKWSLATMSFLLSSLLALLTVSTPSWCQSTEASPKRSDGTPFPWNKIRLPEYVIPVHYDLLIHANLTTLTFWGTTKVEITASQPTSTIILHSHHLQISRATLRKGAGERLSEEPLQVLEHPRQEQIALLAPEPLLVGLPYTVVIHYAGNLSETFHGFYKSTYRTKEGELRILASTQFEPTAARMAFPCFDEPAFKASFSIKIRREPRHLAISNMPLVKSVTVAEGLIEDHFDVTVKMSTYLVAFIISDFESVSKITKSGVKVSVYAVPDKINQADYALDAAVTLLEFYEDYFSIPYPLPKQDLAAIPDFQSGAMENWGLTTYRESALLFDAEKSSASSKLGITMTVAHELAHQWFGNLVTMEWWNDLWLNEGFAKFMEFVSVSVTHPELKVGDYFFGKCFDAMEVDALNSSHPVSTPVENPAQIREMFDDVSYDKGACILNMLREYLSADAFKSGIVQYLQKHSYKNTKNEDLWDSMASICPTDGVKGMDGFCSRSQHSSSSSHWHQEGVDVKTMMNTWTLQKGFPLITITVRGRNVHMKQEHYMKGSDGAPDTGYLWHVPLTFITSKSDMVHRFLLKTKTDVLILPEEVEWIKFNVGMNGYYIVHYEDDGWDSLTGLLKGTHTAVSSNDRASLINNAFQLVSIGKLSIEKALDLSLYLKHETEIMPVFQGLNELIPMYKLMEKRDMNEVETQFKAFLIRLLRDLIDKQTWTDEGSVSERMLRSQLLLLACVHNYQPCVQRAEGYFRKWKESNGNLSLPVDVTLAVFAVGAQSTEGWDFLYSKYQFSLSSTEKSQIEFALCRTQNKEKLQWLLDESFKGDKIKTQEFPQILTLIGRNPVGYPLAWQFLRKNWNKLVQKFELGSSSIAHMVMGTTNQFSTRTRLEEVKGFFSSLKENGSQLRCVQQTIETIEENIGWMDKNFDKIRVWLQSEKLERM
FN deposit inh = fibronectin deposition inhibition | 350,000 compounds, 0.086% hits | AH1F fibroblasts, Alexa488-fibronectin deposition fluorescence, overnight | inhibition, % at 12.6 µM | AID 743247;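 active = mean inhibition across replicates of 30% or more, regardless of how many single replicates reach that level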;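 also: positive control wells lacked labelled fibronectin entirely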
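Assay system: AH1F fibroblasts assembling fluorescent fibronectin matrix; Amount: 10000 AH1F cells per well; Buffer or medium: DMEM, 2% serum; Probe or stimulus: Alexa488-fibronectin, 24 nM final in well; Doses: single compound dose, delivered by pin transfer; Incubation: 1 h adhesion, overnight exposure; Measured by: fluorescence 485/525 nm; Read-out: fibronectin deposition inhibition.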
PGC1a acetyl inh = lowers PGC1a acetylation signal in U2OS cells. AlphaScreen anti-acetyl-lysine; with virally co-expressed GCN5 acetyltransferase. inhibition, % at 15.6 µM. 350,000 compounds, 0.17% hits. AID 651687;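 active = every replicate shows inhibition of at least 40%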;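 also: 0% = neutral control wells and 100% = positive control wells; some results beyond the cut were filed as inactive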
The depositor's hits bear a star; nt = not tested or not shown; & = joins results of further samples.

SMILES	PglD inh	LGR2 antag	EWS-Fli block	S100A4 MyoIIA	PAX8 inh HTS	ERAP1 HTS inh	FN deposit inh	PGC1a acetyl inh
C[C@H]1CN([C@@H](C)CO)C(=O)c2cccc(NC(=O)c3cnccn3)c2O[C@@H]1CN(C)C(=O)NC1CCCCC1	2	-2	5	11	-7	3	-19	-5
O=C(Nc1nccs1)C1CCN(S(=O)(=O)c2ccc(F)cc2)CC1	-3	0	3	-4	-15	2	1	-20
CN1CCN(C(=O)CCc2nc3ccccc3n2-c2ccccc2)CC1	0	7	2	-2	-15	2	-5	-2
COc1ccc(-n2c(-c3ccc(Br)cc3)c[n+]3c2CCc2ccccc2-3)cc1	nt	10	11	0	79*	-11	-2	nt
CCCCNC(=O)CCC(=O)N1CCN(C(c2ccccc2)c2ccccc2)CC1	3	4	10	-5	-5	-1	2	nt
CN(C)CC#Cc1ccc([C@H]2[C@H](CO)N3C(=O)CN(C(=O)c4cccnc4)C[C@@H]23)cc1	nt	4	18	8	-25	nt	nt	3
CCCCOc1ccc(C(=O)NCC(=O)NCCOc2ccccc2)cc1	1	0	-12	-1	-19	1	-5	8
Cc1c(C(=O)Nc2nc3ccccc3[nH]2)oc2ccccc12	nt	-49	-45	-8	18	1	3	nt
Cc1cc(C)c2c3c(oc2n1)C(=O)N(c1cccc(Cl)c1)CC(=O)N3	nt	-16	-6	-8	7	5	7	nt
O=c1cc(N2CCc3ccccc32)[nH]c(=O)n1-c1ccc(Cl)cc1	nt	-5	10	-1	4	-5	11	nt
COc1ccc(C(=O)NC(=S)N2CCCC2)cc1	-6	-12	2	5	-6	-1	nt	-1
CC(C)(C)c1ccc(OCCOc2ccc(C(C)(C)C)cc2NC=O)c(NC=O)c1	-4	7	15	-3	32	-4	-2	-28
Cc1ccccc1OCCC(=O)N(CC(=O)Nc1ccccc1C(F)(F)F)Cc1ccco1	2	-2	6	0	15	1	0	nt
C/C=C/c1cnc2c(c1)C(=O)N([C@H](C)CO)C[C@@H](C)[C@H](CN(C)C(=O)Cc1ccccn1)O2	1	-36	-11	48	-3	3	nt	0
Cc1ccc(NC(=O)c2cccs2)cc1NC(=O)c1cccc(F)c1	-3	14	-14	-3	2	1	9	10
CN(C)c1ccc(Nc2nc(N)c([N+](=O)[O-])c(N3CCOCC3)n2)cc1	nt	23	-11	-33	12	3	6	nt
CC(=O)N1CCc2ccc(N)cc21	-3	18	18	-4	-6	0	3	12
Cc1ccc(C2CC(c3ccccc3)=NN2c2ccc(S(N)(=O)=O)cc2)cc1 (stereo unspecified)	2	6	-12	-1	15	-4	3	-10
O=[N+]([O-])c1ccc(-n2nncc2-c2ccccc2)cc1	-1	-28	13	2	10	-1	-1	1
CO[C@H](CN(C)S(=O)(=O)c1ccc(F)cc1)[C@H](C)CN([C@H](C)CO)S(=O)(=O)c1cccc(Cl)c1	4	1	11	4	nt	0	2	-27
COc1ccc(CN(C)C[C@@H]2OCCCC[C@@H](C)Oc3ccc(NS(C)(=O)=O)cc3C(=O)N([C@H](C)CO)C[C@H]2C)cc1	nt	11	4	nt	2	nt	nt	3
CCC(=O)N1[C@H](CO)[C@H](c2ccccc2)[C@@H]1CN(CC)C(=O)c1cccc(F)c1	-1	-15	2	-11	-28	nt	1	-6
Cc1c[n+](CC(=O)c2ccccc2)c(C)cn1	1	2	-16	-9	9	-3	-5	nt
N#Cc1cccc(-n2c(-c3ccccc3)nnc2-c2ccccc2)c1C#N	3	10	-27	-1	nt	-2	nt	6
CN1C[C@@H]2[C@H](c3ccccc31)[C@@H](CO)N2Cc1ccccc1	4	5	-5	-4	29	-2	nt	-4
CC1=C(C(=O)N(C)C)CC(CC(=O)NCCc2ccccn2)C(=O)N1Cc1ccccc1 (stereo unspecified)	1	24	1	-1	-2	nt	12	-4
COc1ccccc1N(C)S(=O)(=O)c1ccc(C(=O)Nc2ccc(N3CCOCC3)cc2)cc1	0	-6	12	-5	1	-3	-2	25
Cn1c(SCc2ccc(Br)cc2)nnc1-c1ccncc1	4	4	-1	12	nt	6	nt	nt
O=C(O)C[C@@H]1C=C[C@H](NC(=O)Nc2cc(F)ccc2F)[C@@H](CO)O1	-3	18	5	3	1	2	-13	2
CCCNC(=S)N1CCN(c2nc(-c3cccc(OC)c3)cs2)CC1	2	-1	1	-2	-14	1	6	-13
Cc1ccc(OCC(=O)N/N=C/c2cccnc2)cc1C	1	24	-11	-2	6	2	6	-6
CCn1c(=O)c(C(=O)NC(C)c2ccccc2)c(O)c2ccccc21 (stereo unspecified)	-8	-9	10	1	-2	-2	6	nt
COC(=O)N1CCCc2cc(C)ccc21	1	-45	9	-4	-5	-11	nt	11
COc1ccc(/C=C2\SC(=S)N(CC(=O)NC3C=CS(=O)(=O)C3)C2=O)cc1 (stereo unspecified)	1	-2	nt	6	0	4	0	7
CO[C@@H]1CC[C@@H]2CCN(C)C(=O)CCCN(C)C(=O)c3cccc(C#N)c3OC[C@@H]1O2	-1	5	-6	3	-5	-1	3	nt
Cc1noc(C)c1S(=O)(=O)N(C)C[C@@H]1OCCCC[C@@H](C)Oc2ccc(NS(=O)(=O)c3ccc(Cl)cc3)cc2C(=O)N([C@H](C)CO)C[C@H]1C	-5	11	13	-3	24	1	nt	-17
CC(C)(C)c1ccc(C(=O)Nn2c(CCC(=O)O)ccc2-c2cccs2)cc1	6	7	10	0	nt	3	nt	12
COc1ccc(-c2csc(NC(=O)CCNC(=O)c3ccco3)n2)cc1	-2	-4	-8	-2	-7	-1	0	2
C[C@H](CO)N1C[C@H](C)[C@@H](CN(C)S(C)(=O)=O)Oc2c(NC(=O)C3CCCCC3)cccc2C1=O	2&9	-7&4	-9&-2	-15&1	5&-1	0&0	-2&18	-8
O=C(c1ccccc1F)N1CC(=O)N2[C@@H](CO)[C@@H](c3ccc(C#Cc4ccccc4)cc3)[C@@H]2C1	nt	14	-4	2	nt	1	3	-8
CCSc1nnc(NC(=O)CSc2nnc(-c3c[nH]c4ccccc34)n2CC)s1	-3	-8	4	4	23	-2	-3	-2
CO[C@H]1CN(C)C(=O)c2cc(NC(=O)Cc3ccccc3)ccc2OC[C@H](C)N(CC2CC2)C[C@@H]1C	-2	5	0	-12	0	-1	4	14
Cc1cc(C)c(C)c(S(=O)(=O)N[C@@H](C)C(=O)OCc2cc(=O)n3cc(Br)ccc3n2)c1C	1	6	3	-16	-8	2	-7	nt
C[C@@H]1CN([C@H](C)CO)C(=O)c2cc(-c3ccccc3)cnc2O[C@@H]1CN(C)C(=O)c1cccc(F)c1	nt	13	-4	nt	nt	nt	9	3
COc1cc2sc(-c3ccccc3OC)c(-c3ccc(O)cc3)c2cc1OC	-3	-6	-2	-23	4	-7	3	-5
CC(=O)c1c(C)[nH]c(C(=O)NNC(=O)c2ccc(Br)cc2)c1C	0	-10	-3	-2	13	-4	3	-2
O=C(CSc1nc2[nH]ncc2c(=O)[nH]1)NCc1ccc(F)cc1	-9	15	8	-1	-1	0	4	11
Cc1c(-c2ccccc2)oc2c(C(=O)OCC(=O)Nc3cccc(F)c3)cccc2c1=O	-3	0	9	5	9	0	nt	0
COc1cc(C(=O)N(C)CC2CCN(CCc3cccc(C(F)(F)F)c3)CC2)ccc1C	2	nt	2	-6	5	-1	-1	11
COC(C[C@H]1O[C@H]1[C@H](O)COCc1ccccc1)OC	9	1	6	1	-4	4	3	nt

The list goes on.
SMILES	PglD inh	LGR2 antag	EWS-Fli block	S100A4 MyoIIA	PAX8 inh HTS	ERAP1 HTS inh	FN deposit inh	PGC1a acetyl inh
O=C1CN(C(=O)CSc2nnnn2-c2ccc(Cl)cc2)c2ccccc2N1	3	6	0	0	nt	6	nt	nt
COc1ccc(-n2c(C)cc(/C=C3\C(=N)N4N=C(CC(=O)N5CCOCC5)SC4=NC3=O)c2C)cc1	-12	6	9	3	-1	1	5	-1
CCOc1cc(C(=O)N(Cc2ccccc2)c2ccc(C)cc2)ccc1OCC(=O)N1CCOCC1	0	6	0	-7	18	0	nt	nt
C[C@@H]1CN([C@H](C)CO)C(=O)c2cc(NC(=O)Nc3ccc(C(F)(F)F)cc3)ccc2O[C@@H](C)CCCCO[C@H]1CN(C)Cc1ccc(C(F)(F)F)cc1	1	13	13	nt	19	nt	1	-4
C/C(=C\c1ccccc1)CN1CCN(C(C)C)C(CCO)C1 (stereo unspecified)	1	1	-8	-3	-11	1	-14	nt
CC(=O)Nc1cccc(C(=O)OCC(=O)c2ccc3c(c2)OCO3)c1	-8	63*	-65	-7	-6	2	-1	2
O=C(Nc1ccc2c(c1)[C@@H]1C[C@@H](CC(=O)N3CCOCC3)O[C@H](CO)[C@@H]1O2)c1cccnc1	1	-11	-6	42	-38	nt	-10	8
O=C(C[C@@H]1CC[C@H]2[C@@H](COC[C@H](O)CN2Cc2ccc3c(c2)OCO3)O1)N1CCOCC1	-6	5	5	-12	5	1	-1	-3
O=C(Nc1ccc(Cl)cc1)N[C@H]1CC[C@H](CCNC(=O)c2cc(Cl)cc(Cl)c2)O[C@@H]1CO	nt	25	4	-2	32	0	-4	-5
C[C@@H]1CCCCO[C@@H](CN(C)C(=O)NC2CCCCC2)[C@H](C)CN([C@@H](C)CO)C(=O)c2cc(NC(=O)Nc3ccc4c(c3)OCO4)ccc2O1	3	5	12	0	28	0	-1	13
CSCC[C@H](NS(=O)(=O)c1ccc(C)cc1)C(=O)N1CCC(C(=O)N[C@@H](Cc2ccccc2)C(=O)O)CC1	-2	36	-3	2	nt	nt	nt	-7
C[C@@H]1CN([C@H](C)CO)C(=O)c2cc(NC(=O)CCCCCC(=O)Nc3ccccc3N)ccc2O[C@H]1CN(C)S(C)(=O)=O	0	27	-5	-6	nt	2	nt	5
CCN(CC)C(=O)c1cc2c(=O)c3cc(Cl)ccc3oc2nc1C	-5	-33	-25	7	-24	0	10	-6
CC(=O)N1[C@@H]2Cn3c(ccc(C4=CCCCC4)c3=O)[C@H]1[C@@H](C(=O)NC1CCCC1)[C@@H]2CO	6	8	-4	-5	nt	3	nt	nt
N#C[C@@H]1[C@@H](c2ccccc2-c2cccc(F)c2)[C@H](CO)N1C(=O)C1CCOCC1	nt	-1	-3	-1	-16	-1	-2	-2
COCC(=O)N(C)C[C@@H]1Oc2cc(C3=CCCCC3)ccc2S(=O)(=O)N([C@@H](C)CO)C[C@@H]1C	2	8	-13	-1	nt	2	nt	0
O=C(NCC[C@H]1CC[C@H](NC(=O)C2CCCCC2)[C@@H](CO)O1)Nc1ccc(Cl)cc1	9	-31	-19	7	-20	-2	0	-2
O=C(CSc1ccc2nnc(-c3ccccn3)n2n1)NCc1ccco1	0	-14	6	12	-8	3	21	2
NC(=O)CC(NC(=O)c1ccc(Br)cc1)c1ccc(N2CCN(c3ccc(F)cc3)CC2)c([N+](=O)[O-])c1 (stereo unspecified)	6	2	9	1	-9	0	10	nt
